# CHRM4 PAM: positive allosteric modulators of human muscarinic M4 receptor. P08173. CHO-K1 hM4/Gqi5, Fluo-8 calcium fluorescence, ACh EC20; 0% = ACh EC20, 100% = maximal ACh. activation, % at 3 µM. 360,000 tested, 0.4% active;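 active means activation above its plate's cutoff, the mean activation of sample wells plus 3 SD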; further: some results filed as inactive read as strong as hits
# Target sequence (P08173 whole entry, looked up): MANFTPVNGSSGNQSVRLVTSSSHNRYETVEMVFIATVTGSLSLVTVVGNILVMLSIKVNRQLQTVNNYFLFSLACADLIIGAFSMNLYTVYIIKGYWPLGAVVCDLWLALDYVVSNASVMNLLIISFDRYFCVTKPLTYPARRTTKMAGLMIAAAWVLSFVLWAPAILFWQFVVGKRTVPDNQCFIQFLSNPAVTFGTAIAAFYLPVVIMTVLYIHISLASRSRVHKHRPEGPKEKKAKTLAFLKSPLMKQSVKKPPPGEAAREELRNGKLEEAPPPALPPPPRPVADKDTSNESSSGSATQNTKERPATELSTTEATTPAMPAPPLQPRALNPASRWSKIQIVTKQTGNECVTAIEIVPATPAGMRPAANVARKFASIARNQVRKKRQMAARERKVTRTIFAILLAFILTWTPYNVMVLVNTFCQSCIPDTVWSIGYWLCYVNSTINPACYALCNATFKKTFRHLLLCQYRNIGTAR
# p-CIP stab down: lowers stability of the mouse p/CIP coactivator protein; Q05BA5; F442A p/CIP-EGFP cells, EGFP fluorescence, 16 h; decrease of EGFP signal, % at 10 µM; 290,000 tested, 0.01% active; AID 1984;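 active means EGFP signal decrease of at least 30% at 10 µM or well 3 SD below plate mean, unless failing retest; inactive means the rest, including hits failing retest or dose response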; further: some compounds called inactive have numbers as strong as hits; many of its hits are not listed in these tables
# GalR3 antag: antagonists of human GalR3. O60755. HEK293 GalR3-CNG cAMP membrane potential fluorescence; galR3 body fused to GalR1 C-terminus. inhibition, % at 3 µM. 360,000 tested, 0.44% active;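 active means inhibition above the screen-wide average plus 3 SD, cut at about 13% in these data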;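 further: forskolin and galanin both at EC90 stimulate the cells; cAMP rise reported by CNG channel membrane potential dye signal; 0% = forskolin plus galanin with DMSO and 100% = forskolin alone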
# Target sequence (O60755 1-299 limits assumed): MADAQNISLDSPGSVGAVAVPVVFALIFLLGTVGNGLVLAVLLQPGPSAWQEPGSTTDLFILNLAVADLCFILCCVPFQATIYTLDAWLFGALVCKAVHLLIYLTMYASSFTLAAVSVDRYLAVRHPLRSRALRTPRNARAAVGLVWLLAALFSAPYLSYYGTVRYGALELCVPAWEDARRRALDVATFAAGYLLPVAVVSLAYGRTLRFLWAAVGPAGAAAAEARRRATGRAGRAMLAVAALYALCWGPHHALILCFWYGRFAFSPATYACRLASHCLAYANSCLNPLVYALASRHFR
# PHOSPHO1 inh: PHOSPHO1 (human) inhibition. Q8TCT1. 290,000 tested, 1.1% active. inhibition, % at 13.3 µM. recombinant PHOSPHO1, absorbance phosphatase assay; in the data active means inhibition above about 60%
# Target sequence (Q8TCT1 whole entry, looked up): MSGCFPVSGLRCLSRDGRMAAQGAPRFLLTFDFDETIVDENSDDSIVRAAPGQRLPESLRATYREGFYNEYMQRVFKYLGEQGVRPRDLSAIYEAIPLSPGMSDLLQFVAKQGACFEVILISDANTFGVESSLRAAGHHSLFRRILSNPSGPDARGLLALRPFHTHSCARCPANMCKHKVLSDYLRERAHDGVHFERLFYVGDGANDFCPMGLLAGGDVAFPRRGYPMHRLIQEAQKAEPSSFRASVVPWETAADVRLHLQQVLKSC
# CRFBP-R2 block: antagonists of CRF-binding protein/CRF-R2 receptor complex | HEK293 CRF-R2/CRF-BP, CRF-induced calcium fluorescence | inhibition, % at 11.8 µM | 350,000 tested, 0.59% active;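 active means inhibition of the ligand-induced calcium signal above about 50% at the single tested concentration, limit read from the data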
# IDE cell activ: activators of human insulin-degrading enzyme in cells; HEK cells, FAbeta-B cleavage, fluorescence polarization; 0% vehicle, 100% cell-free pure enzyme wells; activation, % at 5.96 µM; 340,000 tested, 0.073% active; AID 493087;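 active means activation above the mean of all tested compounds plus 3 SD, set per screening campaign, cut at about 17% in these data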
# IDE inh: inhibits human insulin-degrading enzyme in HEK cells; P14735; FAbetaB cleavage, fluorescence polarization; inhibition, % at 5.59 µM; 320,000 tested, 0.41% active;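 active means percent inhibition above the average of all tested compounds plus 3 SD, set per screening campaign, cut at about 16% in these data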;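 further: IDE supplied by intact live HEK cells; FP after avidin binding of uncleaved biotin substrate so inhibition keeps polarization high; 0% = DMSO wells and 100% = 60 µM reference IDE inhibitor Ii1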
# CRFBP-R2 agonist: agonists of human CRF-binding protein/CRF-R2 receptor complex; HEK293 CRF-R2/CRF-BP, calcium dye fluorescence (FLIPR); percent of saturating CRF peptide response; activation, % at 13.2 µM; 350,000 tested, 0.46% active; AID 588473;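 active means activation of at least 50%, plus an integration ratio under a set limit after plate pattern correction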;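 further: plate controls were neutral control wells without compound for no effect and CRF at EC100 for full effect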
# MEKK3 PB1 HTS: MEKK3-MEK5 PB1 interaction, increase or decrease; AID 1529; binding response (% of control), % at 10 µM; 290,000 tested, 1.4% active; bead-based flow cytometry, Alexa488-MEK5 binding to MEKK3; actives lie on both sides; 0 = blocked by unlabeled MEK5, 100 = vehicle; Q99759;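 active means binding response more than 3 SD above or below the average of its plate-row segment, actives on both sides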;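 further: Alexa488 bead fluorescence after subtracting the streptavidin-only scavenger bead signal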
# Active calls of the source: *; / = no result given.
SMILES,CHRM4 PAM,p-CIP stab down,GalR3 antag,PHOSPHO1 inh,CRFBP-R2 block,IDE cell activ,IDE inh,CRFBP-R2 agonist,MEKK3 PB1 HTS
CCN(CC)S(=O)(=O)c1cccc(C(=O)NC(Cc2c[nH]c3ccccc23)c2nnc3n2CCC3)c1 (stereo unspecified),-4,1,-11,-15,4,2,2,0.4,97
Cc1cc(S(=O)(=O)N2CCN(C(=O)c3ccco3)CC2)ccc1F,0,-12,-9,19,-4,3,-1,-2.6,108
O=CN1CCCN(Cc2nc(-c3cccc(Cl)c3)no2)CC1,13,-3,-3,54,2,-3,2,0.8,101
O=Cc1ccc(OCC(=O)NCC2CCCO2)cc1 (stereo unspecified),3,-10,-7,32,5,-1,-1,-0.3,100
O=C(NCCC1=CCCCC1)c1ccc(Cl)c([N+](=O)[O-])c1,2,-6,3,20,-21,-1,-2,-3.0,153*
O=C(COC(=O)CCN1C(=O)c2cccc([N+](=O)[O-])c2C1=O)NC1CCS(=O)(=O)C1 (stereo unspecified),2,24,-7,36,-13,0,-2,2.5,105
CCS(=O)(=O)N1CCN(c2cccc(C)c2C)CC1,0,-16,-4,3,-14,2,1,0.9,105
CCOC(=O)C1=C(c2ccccc2)NC(=O)NC1c1cccc(OC)c1OC (stereo unspecified),-2,/,-1,/,-1,1,0,-0.7,/
O=C(NCC1CCCN(C2Cc3ccccc3C2)C1)c1cccs1 (stereo unspecified),-3,-20,-6,17,0,8,2,1.0,92
Cc1ccccc1CNC(=O)c1ccc2ccccc2n1,-6,7,-7,-9,22,2,5,-2.3,100
COc1ccc(C2NC(=O)NC(C)=C2C(=O)OC2CCCC(C)C2)cc1 (stereo unspecified),-8,-7,0,-29,12,-13,7,-1.2,105
O=C(COC(=O)/C=C/c1ccc(Cl)cc1Cl)Nc1ccc2c(c1)OCCO2,-2,0,-4,29,-9,6,-2,-0.3,99
CC1(C)Oc2ccc(C(=O)Nc3ccccc3F)cc2N(CC(=O)N2CCOCC2)C1=O,-3,18,-6,36,10,6,1,-1.0,101
O=C(c1cccs1)N1CCN(C/C=C/c2ccccc2)CC1,11,-5,-1,-7,-11,-4,7,26,104
COc1ccc(C(=O)NNC(=O)C2CC=CCC2)cc1 (stereo unspecified),-1,-1,-9,40,4,4,-2,-1.8,102
O=C(O)CCC(=O)OCCc1cc2ccccc2c(=O)o1,6,/,-7,/,-2,4,-1,0.9,/
O=C(Nc1csc([N+](=O)[O-])c1)Nc1ccccc1Cl,-27,-15,2,37,11,-5,3,1.5,107
Cc1ccc(N=C2NC(=O)/C(=C/c3cccn3C)S2)cc1C,-3,-4,-6,-10,6,/,-2,-1.1,91
Cc1cccc(C(=O)N2CCCCCC2)c1,-11,-4,-6,4,-4,2,-4,0.8,102
CCOC(=O)c1nnn(-c2nonc2N)c1CSc1nnc(N)s1,1,-2,-5,-20,3,0,2,-0.3,98
COCCNC(=O)c1ccccc1NC(=O)c1ccc(OC)c(OC)c1,-1,-9,4,1,3,0,-3,-0.1,88
C=CCn1c(SCC(=O)N2CCOCC2)nc(O)c(Cc2ccccc2)c1=O,-2,-8,-3,-10,4,0,0,-0.8,90
COc1ccc(CNC(=O)c2csnn2)cc1,0,-7,-6,0,-18,5,3,-3.2,95
Cc1ccc(C(=O)OC(C)C(=O)NC2CCCCC2)cc1S(=O)(=O)N1CCCCC1 (stereo unspecified),11,/,-5,/,-4,12,3,-0.2,/
O=C(c1ccc(S(=O)(=O)N2CCOCC2)cc1)N1CCN(c2ccc(F)cc2)CC1,7,-11,-4,0,23,2,0,0.1,100

# Already shown: eleven of the compounds above.
SMILES,CHRM4 PAM,p-CIP stab down,GalR3 antag,PHOSPHO1 inh,CRFBP-R2 block,IDE cell activ,IDE inh,CRFBP-R2 agonist,MEKK3 PB1 HTS
COc1ccc(C(=O)NNC(=O)C2CC=CCC2)cc1 (stereo unspecified),-1,-1,-9,40,4,4,-2,-1.8,102
O=C(O)CCC(=O)OCCc1cc2ccccc2c(=O)o1,6,/,-7,/,-2,4,-1,0.9,/
O=C(Nc1csc([N+](=O)[O-])c1)Nc1ccccc1Cl,-27,-15,2,37,11,-5,3,1.5,107
Cc1ccc(N=C2NC(=O)/C(=C/c3cccn3C)S2)cc1C,-3,-4,-6,-10,6,/,-2,-1.1,91
Cc1cccc(C(=O)N2CCCCCC2)c1,-11,-4,-6,4,-4,2,-4,0.8,102
CCOC(=O)c1nnn(-c2nonc2N)c1CSc1nnc(N)s1,1,-2,-5,-20,3,0,2,-0.3,98
COCCNC(=O)c1ccccc1NC(=O)c1ccc(OC)c(OC)c1,-1,-9,4,1,3,0,-3,-0.1,88
C=CCn1c(SCC(=O)N2CCOCC2)nc(O)c(Cc2ccccc2)c1=O,-2,-8,-3,-10,4,0,0,-0.8,90
COc1ccc(CNC(=O)c2csnn2)cc1,0,-7,-6,0,-18,5,3,-3.2,95
Cc1ccc(C(=O)OC(C)C(=O)NC2CCCCC2)cc1S(=O)(=O)N1CCCCC1 (stereo unspecified),11,/,-5,/,-4,12,3,-0.2,/
O=C(c1ccc(S(=O)(=O)N2CCOCC2)cc1)N1CCN(c2ccc(F)cc2)CC1,7,-11,-4,0,23,2,0,0.1,100

# Next entries:
SMILES,CHRM4 PAM,p-CIP stab down,GalR3 antag,PHOSPHO1 inh,CRFBP-R2 block,IDE cell activ,IDE inh,CRFBP-R2 agonist,MEKK3 PB1 HTS
CCOc1cnc(C(=O)NNC(=O)c2ccccc2Br)o1,-3,-4,-4,36,-1,1,-3,-0.6,99
O=C1c2ccccc2C(O)N1Cc1ccccc1Cl (stereo unspecified),-1,-9,/,-17,-5,1,6,-2.9,115
COc1ccc(-c2csc3nc(C)nc(N4CCN(c5ccc(C(C)=O)cc5)CC4)c23)cc1OC,-9,6,-5,-15,-5,4,-7,-1.1,104
Cc1nc2ccccc2cc1C(=O)N(C)Cc1ccccc1,-6,-10,-10,27,-4,-1,0,-0.4,102
CCCNC(=O)C(Cc1ccc(Cl)cc1)NC(=O)c1ccc(C#N)cc1 (stereo unspecified),7,/,1,/,1,4,-2,-0.6,/
O=C(COC(=O)CC1CCCC1)Nc1cc2c(cc1Cl)C(=O)c1ccccc1C2=O,-5,-6,5,42,2,2,1,1.5,104
CN1C(=O)C(=O)/C(=C(/O)c2ccc(Br)cc2)C1c1cccc([N+](=O)[O-])c1 (stereo unspecified),4,-2,10,29,-3,2,-7,-0.7,100
COc1ccc(C(=O)N2CCN(S(=O)(=O)c3cc(Cl)ccc3OC)CC2)cc1,8,9,2,14,-5,-2,2,1.6,119
O=C(O)c1ccc(N2CCCC2=O)cc1,1,-8,-6,19,11,2,0,0.8,101
NS(=O)(=O)c1ccc2nc(NC(=O)C3CCCO3)sc2c1 (stereo unspecified),3,-7,5,-9,6,3,0,-2.4,99
CCOC(=O)Cn1c(=NC(=O)c2cc(-c3cccs3)nc3ccccc23)sc2cc(S(N)(=O)=O)ccc21,14,-3,-5,-8,-17,8,3,5.8,98
O=C(NCc1cccs1)C1CCCN(S(=O)(=O)c2cnc[nH]2)C1 (stereo unspecified),3,6,0,2,10,5,3,-1.4,99
CCc1cc[n+](C(C(=S)Nc2cccc(C)c2)=C([O-])c2ccc(C)c([N+](=O)[O-])c2)cc1,-1,/,-2,/,-9,-5,/,-2.6,/
c1ccc(-[n+]2nc(Nc3cccc4ccccc34)sc2-c2c3ccccc3cc3ccccc23)cc1,8,/,/,/,1,-3,-4,-1.1,/
O=C(CN1CCCC1)Nc1ccc(Br)cc1[N+](=O)[O-],2,3,1,20,-7,5,1,0.5,104
O=C(NC1CCN(Cc2ccc(Cl)cc2Cl)CC1)c1ccccc1,-7,-2,-10,2,-29,3,5,2.1,102
CCCCCn1nc(C(=O)OCc2nc(N)nc(Nc3ccccc3)n2)c2ccccc2c1=O,9,/,-7,/,-14,3,-4,2.2,/
CCOc1nc(NC(=O)NS(=O)(=O)c2ccccc2F)nc(-c2ccccc2)n1,0,-11,-5,-18,-2,-1,/,-1.8,88
CCC1CCC(N2CCN(c3ccc([N+](=O)[O-])cc3)CC2)CC1 (stereo unspecified),-16,-9,-10,14,-9,2,/,-1.6,111
COc1ccc(CN2CCN(Cc3ccc(CO)o3)CC2CCO)cc1C (stereo unspecified),-4,4,3,34,-3,-1,-1,-0.8,107
CC(=O)Nc1ccc(NC(=O)CS(=O)(=O)c2cn(CC(=O)N3CCCCC3)c3ccccc23)cc1,2,-3,-2,20,-8,0,9,-0.1,100
Cn1c(-c2cccc3ccccc23)n[nH]c1=S,-1,8,5,47,-1,3,10,-0.6,92
CCCc1nnc(SCC(=O)Nc2nc(C)cs2)n1CCOC,-3,-5,-3,2,6,8,0,0.0,100
COc1ccc([C@H]2C[C@H](n3cc(C4CC4)nn3)[C@@H](O)CN2CC2CCCCC2)cc1,-4,/,-6,/,6,/,/,0.4,/
Cc1ccccc1-n1nnnc1SC1CCOC1=O (stereo unspecified),2,6,3,-33,-10,7,-7,-1.6,/
SMILES,CHRM4 PAM,p-CIP stab down,GalR3 antag,PHOSPHO1 inh,CRFBP-R2 block,IDE cell activ,IDE inh,CRFBP-R2 agonist,MEKK3 PB1 HTS
CCOc1ccc(C(=O)NC(=S)N(Cc2ccccc2)Cc2ccccc2)cc1,-6,-20,-9,9,-1,0,4,4.3,110
CC(C)(C)c1ccc(C(=O)NCCCNC(=O)c2ccco2)cc1,-1,-2,-3,17,20,6,-11,-2.1,103
O=C(COC(=O)CNC(=O)c1ccc(Cl)cc1Cl)Nc1cccc(S(=O)(=O)N2CCCC2)c1,3,/,3,/,-1,3,5,-1.9,/
Cc1c(CCO)c(=O)n2n1CCCC2,-2,/,-3,/,21,1,/,0.4,/
CN(C)S(=O)(=O)c1cccc(NC(=O)C2CCCN(C(=O)c3ccc(Cl)cc3)C2)c1 (stereo unspecified),-3,/,-6,/,-22,/,/,-1.4,/
CCOc1ccc(S(=O)(=O)N2CCC(C(=O)OC(C)C(=O)N3CCOCC3)CC2)cc1 (stereo unspecified),11,/,-5,/,1,2,4,-0.8,/
Cc1cc(N2C(=O)c3ccc(C(=O)Nc4ccccc4O)cc3C2=O)no1,2,8,0,-10,-1,-2,-1,0.1,99
COc1ccc(CC(C)Nc2ccccc2F)cc1 (stereo unspecified),-9,-3,-8,19,10,2,2,-4.2,103
COc1ccc(C2C(C#N)=C(N)Oc3cc4c(cc32)OCO4)cc1 (stereo unspecified),0,-1,1,0,-7,1,4,1.1,104
CCC(=O)NC(=S)NNC(=O)c1ccc(OC)cc1,1,-8,-10,-11,32,0,-3,-4.3,103
NC(=O)C1(N2CCCCC2)CCN(C(=O)c2cccs2)CC1,5,-15,/,-3,-19,-3,3,-0.6,112
Nc1nc(COC(=O)C2CCN(C(=O)c3ccc(Cl)cc3)CC2)nc(Nc2ccccc2)n1,-7,/,-1,/,-13,5,-3,-1.7,/
Cc1cccc(NC(=O)c2nc[nH]c2C(=O)N2CCc3ccccc3C2)c1,2,/,-1,/,4,0,5,-0.1,/
